M18AAP inhibitor: PfM18AAP enzyme inhibition; 1.2% of 290,000 active; recombinant PfM18AAP, H-Glu-NHMec fluorogenic cleavage; inhibition, % at 7.35 µM;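 active = inhibition above the campaign mean inhibition over all tested compounds plus 3 SD, cut at about 28% in these data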;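 note: 0% = plate median of test compound wells and 100% = 2 mM ZnCl2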
IMP-1 inh: inhibitors of Pseudomonas aeruginosa IMP-1 metallo-beta-lactamase | purified IMP-1, nitrocefin hydrolysis, epi-absorbance fluorescence | inhibition, % at 5.6 µM | 0.45% of 290,000 active | AID 1556;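 active = inhibition above the mean plus 3 SD of all compounds in the same screening run, cut at about 4.5% in these data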;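 note: 0% = IMP-1 with DMSO and 100% = DMSO wells lacking enzyme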
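Assay system: purified IMP-1; Quantity: IMP-1 0.2 nM before substrate addition; Medium: HEPES buffer pH 7.1 with ZnSO4 and Brij 35; Incubation: 15 min enzyme–compound preincubation, then 25 min nitrocefin reaction, 25 °C; Signal: fluorescence quenching readout, ex 480/em 530 nm; Controls: DMSO with and without IMP-1; Repeats: singlicate testing.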
MEKK2mut PB1 HTS: signal of MEK5 binding to mutant human MEKK2 PB1 domain; 0.35% of 290,000 active; bead flow cytometry, Alexa488-MEK5 binding to MEKK2 mutant; percent response, % at 10 µM; in the data active = percent response above about 24%, passing the limit was not always enough; note: inactives centre near 1; some results filed as inactive read as strong as hits
FID counter: counter-screen for HCV NS3 helicase inhibitors: DNA intercalator displacement. AID 1845. inhibition, % at 7.9 µM. DNA fluorescent intercalator displacement, fluorescence. 0.17% of 290,000 active; in the data active = inhibition above about 37%;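 note: 0% = vehicle and 100% = reference compound; higher means more ethidium bromide displaced from hairpin DNA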
NS3 helicase inh: HCV NS3 helicase inhibition; NS3 helicase DNA unwinding, Cy5 molecular beacon fluorescence; inhibition, % at 10.9 µM; 0.56% of 290,000 active;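 active = inhibition above the mean of all tested compounds plus 3 SD, set per campaign, cut at about 35% in these data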;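 note: 0% = DMSO wells and 100% = thioflavine S control wells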
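System: NS3 helicase fragment of HCV / Schedule: 1 h at 25 °C / Control set: DMSO alone as 0% and 110 µM thioflavine S as 100% / Reagent: Cy5/quencher beacon DNA duplex and ATP to start / Technique: Cy5 fluorescence / Replication: singlicate / Evaluation: % inhibition of end-to-start signal ratio versus controls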
VIM-2 inhibitor: blocks Pseudomonas aeruginosa VIM-2 metallo-beta-lactamase; purified VIM-2, nitrocefin hydrolysis, epi-absorbance fluorescence; inhibition, % at 5.6 µM; AID 1527; 0.89% of 290,000 active;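 active = inhibition above the mean of all tested compounds plus 3 SD, cutoff set per screening run, cut at about 7.5% in these data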;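 note: red hydrolysis product quenches plate fluorescence so inhibitors raise well fluorescence; 0% = enzyme with DMSO and 100% = DMSO without enzyme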
UBC9 SUMO inh: blocks human SUMOylation mediated by UBC9 | HTRF SUMOylation assay, SAE1/SAE2 + UBC9, in vitro | inhibition, % at 35 µM | 0.36% of 290,000 active | AID 2006; in the data active = inhibition above about 50%, passing the limit was not always enough; note: strong numbers were not always called active
Target sequence (P63279 whole entry, looked up): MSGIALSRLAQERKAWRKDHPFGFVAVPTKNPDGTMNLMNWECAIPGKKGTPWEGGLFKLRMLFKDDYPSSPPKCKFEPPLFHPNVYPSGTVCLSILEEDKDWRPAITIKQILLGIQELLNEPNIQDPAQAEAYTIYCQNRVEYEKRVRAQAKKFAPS
NALP1 inh: blocks the NALP1 inflammasome reconstituted in yeast. S. cerevisiae NALP1/ASC/caspase-1 growth, X-gal OD620, 72 h. inhibition, % at 10 µM. 0.61% of 280,000 active; in the data active = inhibition mostly above about 24%, no sharp cut-off; inactive = mostly below about 32%; note: some compounds called inactive have numbers as strong as hits
MEKK2wt PB1 HTS: raises or lowers MEK5 binding to wildtype human MEKK2 PB1 domain; binding response (% of control), % at 10 µM; bead flow cytometry, Alexa488-MEK5 binding to MEKK2 WT; actives lie on both sides; 1.1% of 290,000 active; in the data active = binding response below about 67% or above about 130%
* hit, by the source's call; . = no result given.

Preview, seven compounds:
SMILES | M18AAP inhibitor | IMP-1 inh | MEKK2mut PB1 HTS | FID counter | NS3 helicase inh | VIM-2 inhibitor | UBC9 SUMO inh | NALP1 inh | MEKK2wt PB1 HTS
COC1=CCC2([N+](=O)[O-])CN(CCO)CC1([N+](=O)[O-])C2 (stereo not drawn) | 4 | -4.5 | -2 | -1 | 0 | -2.7 | 12 | 7 | 93
O=C(O)/C=C/C(=O)N1CCN(c2ccccc2F)CC1 | -15 | -0.4 | -1 | -2 | -2 | 1.0 | 18 | 23 | 107
COc1ccccc1CN=Cc1[nH]c2ccc(Br)c(Cl)c2c1O | -3 | -2.1 | -2 | -3 | -2 | 0.9 | 19 | 6 | 94
CCc1ccccc1N(CC(=O)NCc1ccc(OC)cc1)C(=O)CCC(=O)Nc1ccccn1 | 2 | -0.7 | 0 | -39 | -9 | -2.2 | 6 | -10 | 94
O=C(Nc1ccccc1)OCCN1CCN(Cc2ccccc2)CCC1=O | -3 | -3.3 | -1 | -19 | 7 | -2.3 | -12 | 27 | 100
Cc1cc(NC(=O)CSc2nnc(-c3ccc([N+](=O)[O-])cc3)o2)no1 | 25 | -6.2 | -3 | -1 | 7 | -8.5 | 4 | 0 | 90
CC(=O)c1ccc(S(=O)(=O)Nc2cccc(S(=O)(=O)NC3=NCCC3)c2)cc1 | -1 | 0.4 | -2 | -3 | 16 | 1.2 | -1 | 12 | 91

This part in full, previewed entries included:
SMILES | M18AAP inhibitor | IMP-1 inh | MEKK2mut PB1 HTS | FID counter | NS3 helicase inh | VIM-2 inhibitor | UBC9 SUMO inh | NALP1 inh | MEKK2wt PB1 HTS
COC1=CCC2([N+](=O)[O-])CN(CCO)CC1([N+](=O)[O-])C2 (stereo not drawn) | 4 | -4.5 | -2 | -1 | 0 | -2.7 | 12 | 7 | 93
O=C(O)/C=C/C(=O)N1CCN(c2ccccc2F)CC1 | -15 | -0.4 | -1 | -2 | -2 | 1.0 | 18 | 23 | 107
COc1ccccc1CN=Cc1[nH]c2ccc(Br)c(Cl)c2c1O | -3 | -2.1 | -2 | -3 | -2 | 0.9 | 19 | 6 | 94
CCc1ccccc1N(CC(=O)NCc1ccc(OC)cc1)C(=O)CCC(=O)Nc1ccccn1 | 2 | -0.7 | 0 | -39 | -9 | -2.2 | 6 | -10 | 94
O=C(Nc1ccccc1)OCCN1CCN(Cc2ccccc2)CCC1=O | -3 | -3.3 | -1 | -19 | 7 | -2.3 | -12 | 27 | 100
Cc1cc(NC(=O)CSc2nnc(-c3ccc([N+](=O)[O-])cc3)o2)no1 | 25 | -6.2 | -3 | -1 | 7 | -8.5 | 4 | 0 | 90
CC(=O)c1ccc(S(=O)(=O)Nc2cccc(S(=O)(=O)NC3=NCCC3)c2)cc1 | -1 | 0.4 | -2 | -3 | 16 | 1.2 | -1 | 12 | 91
O=C(Cn1c2[n+](c3ccc(C(F)(F)F)cc31)CCCCC2)Nc1ccccc1 | 20 | 1.1 | -2 | 21 | -24 | 0.1 | 6 | 6 | 92
CCCCOP(=O)(c1ccc(N(C)C)cc1)C(O)c1c(Cl)cccc1Cl (stereo not drawn) | 0 | -2.9 | 4 | -36 | -7 | -1.8 | 17 | 8 | 103
COc1ccc(NC2=NCC(=O)N2c2ccccc2)c(OC)c1 | 1 | -0.4 | 5 | 1 | 24 | 0.5 | 9 | -8 | 107
CC(C)n1c(/N=C/c2c[nH]c3ccccc23)nc2ccccc21 | -1 | -1.6 | 1 | -1 | 14 | -0.2 | -14 | -1 | 107
O=C(COc1ccc2ccc(=O)oc2c1)N1CCc2ccccc21 | 5 | -3.5 | 5 | 1 | -4 | -2.9 | -29 | 5 | 112
O=C(c1ccco1)N1N=C(c2cccs2)CC1c1cc([N+](=O)[O-])ccc1O (stereo not drawn) | 6 | -2.6 | 8 | -19 | 34 | -0.8 | 17 | -5 | 107
Cc1ccc(-n2ncc3c(=O)n(CC(=O)N(C(C)C)C(C)C)cnc32)cc1 | -3 | -1.9 | 3 | -3 | 3 | 1.0 | 12 | 20 | 107
CSc1ccc(C(=O)NC2CCSc3ccccc32)cc1 (stereo not drawn) | 0 | -2.0 | -2 | -16 | 13 | -0.4 | -6 | 7 | 98
CCOc1cc(N2CCOCC2)c(OCC)cc1NC(=O)c1cc(-c2ccco2)nc2ccccc12 | 3 | -4.1 | 3 | -9 | 10 | -2.9 | 46 | 4 | 100
COc1ccc(/C=N/NC(=O)c2ccc(O)cc2O)cc1CSc1ccccn1 | 11 | -4.3 | 0 | -19 | 16 | -5.8 | 10 | -4 | 103
CC1Cc2ccccc2N1C(=O)COC(=O)C1(c2ccccc2F)CCCC1 (stereo not drawn) | -3 | -1.3 | 9 | -14 | 3 | -1.1 | -31 | 16 | 106
CN1CCc2c(OCC(=O)N3N=C(c4cccs4)CC3c3ccc(F)cc3)cccc2C1=O (stereo not drawn) | -3 | -1.0 | 19 | -15 | 9 | -3.0 | -8 | 36 | 109
Cn1c(N)c(C(=O)COC(=O)c2nc(Cl)ccc2Cl)c(=O)n(C)c1=O | -2 | -2.4 | -2 | -7 | -4 | -2.7 | 3 | -3 | 97
CCCC1CCC(c2nc(-c3cccnc3)no2)CC1 (stereo not drawn) | -10 | -2.6 | -1 | 0 | -15 | -0.7 | -2 | 18 | 99
COc1ccc(NS(=O)(=O)c2ccc(OC)c(N(C)S(=O)(=O)c3ccc(Cl)cc3)c2)cc1 | -5 | -2.5 | 3 | -19 | -19 | -2.5 | -5 | 20 | 102
CCc1cc2c(=O)[nH]c(Cc3ccc(Cl)cc3)nc2s1 | 4 | -3.1 | 4 | -4 | -1 | -2.3 | 9 | 12 | 106
COc1ccc(C(CC(=O)N2CCCC2)c2c(O)cc(OC)cc2OC)cc1 (stereo not drawn) | . | . | 1 | . | . | . | 7 | -12 | 97
Clc1ccccc1CSc1nnc(-c2ccncc2)o1 | 0 | 0.1 | -5 | -13 | 5 | -1.2 | 12 | 3 | 93
SMILES | M18AAP inhibitor | IMP-1 inh | MEKK2mut PB1 HTS | FID counter | NS3 helicase inh | VIM-2 inhibitor | UBC9 SUMO inh | NALP1 inh | MEKK2wt PB1 HTS
CCC(C)NC(=O)C1CCC(=O)N(c2cc(OC)c(OC)c(OC)c2)C1c1ccc(OC)cc1 (stereo not drawn) | 3 | 0.7 | 1 | -28 | -2 | -3.5 | -9 | 3 | 100
CC(C)Nc1ccc(Cl)cc1[N+](=O)[O-] | 3 | -0.2 | 19 | -2 | 41* | 3.6 | 23 | . | 109
Cc1cccc(Nc2cc(=O)n(C)c(=O)[nH]2)c1 | -12 | 0.0 | 2 | -2 | 5 | 1.6 | 29 | -9 | 108
O=C(O)c1cccc(NC(=O)c2cn(-c3ccccc3)nc2-c2ccc(F)cc2)c1 | -9 | -1.5 | 7 | -21 | 16 | -1.1 | 10 | 6 | 104
Cc1ccc(Nc2nc3c([nH]2)c(=O)n(C)c(=O)n3C)cc1 | 16 | -3.2 | 6 | 0 | 0 | 0.4 | 13 | 28 | 104
N#Cc1ccc(COn2nnc3ccccc32)cc1 | -3 | -1.1 | -1 | -4 | 1 | -1.4 | 0 | 7 | 96
CC(=O)c1ccc(NC(=O)CSc2nnc(Cn3c(=O)sc4ccccc43)n2C)cc1 | 2 | -2.1 | 2 | -4 | 2 | -3.4 | -13 | 15 | 99
O=C(O)C1C2CCC(O2)C1C(=O)NCc1ccncc1 (stereo not drawn) | 5 | 0.8 | 10 | -3 | 23 | -2.4 | -4 | 6 | 105
O=C(COc1cccc2ccccc12)N1CCN(c2ccccc2)CC1 | -6 | -1.5 | 6 | -7 | -6 | -1.4 | -14 | 47 | 109
Cc1cccc(OCC(=O)Nc2sc3c(c2C#N)CCC3)c1 | -10 | -1.2 | 5 | 1 | 3 | 0.4 | 10 | 42 | 108
Cc1nnc(NC(=O)C2CCCN(c3ncccn3)C2)s1 (stereo not drawn) | -1 | -3.6 | 11 | -6 | -2 | -2.4 | 8 | 23 | 106
CCCn1cnc2cc(NCc3ccccn3)ccc21 | . | . | 7 | . | . | . | 14 | -11 | 102
c1coc(CNC2C3CC4CC(C3)CC2C4)c1 (stereo not drawn) | -14 | -3.5 | 3 | 2 | 13 | -2.8 | -1 | -8 | 104
COC(=O)CCCCC1SCC(NC(=O)c2ccccc2)C1=O (stereo not drawn) | 7 | -2.9 | 0 | -14 | 11 | -0.3 | -5 | -11 | 99
CCN1CCN(c2sc(S(C)(=O)=O)nc2S(=O)(=O)c2ccc(C)cc2)CC1 | 6 | -2.9 | 3 | -3 | 1 | -2.6 | 1 | 7 | 102
Cc1c(Cl)cccc1NC(=O)C1Cc2ccccc2CN1C(=O)c1ccccc1 (stereo not drawn) | -2 | -1.3 | 12 | -19 | 6 | -1.5 | -3 | 29 | 112
CC(N=C1NS(=O)(=O)c2ccccc21)C(=O)NCCCc1ccccc1 (stereo not drawn) | -13 | 0.8 | . | -2 | -7 | 1.4 | 15 | 2 | .
CCS(=O)(=O)Nc1cccc(C2=NN(S(=O)(=O)c3ccc(C)cc3)C(c3cccs3)C2)c1 (stereo not drawn) | -3 | -4.0 | -3 | -15 | -18 | -1.7 | -23 | 31 | 90
O=C(NCc1ccc2c(c1)OCO2)NC1CCCCC1 | 1 | -2.3 | 3 | -1 | -9 | 0.3 | 4 | 4 | 107
COCCNc1ncnc2c1cnn2Cc1ccccc1Cl | -3 | -1.6 | 1 | -7 | -13 | -2.6 | 15 | 20 | 102
Cc1ccc(NC(=O)CCS(=O)(=O)c2cccc3nonc23)c(Br)c1 | 4 | -4.3 | 5 | -13 | 6 | -1.4 | 6 | -1 | 100
Cn1nc(-c2ccccc2)c(C(=O)Nc2ccc(Cl)cc2)c1Cl | 4 | -1.6 | 9 | -7 | 1 | -0.2 | 28 | 13 | 111
